Source: PubChem
FadD28 binding: M. tuberculosis FadD28 bisubstrate binding inhibition. FadD28 bisubstrate probe binding, fluorescence polarization. 360,000 tested, 0.22% active. inhibition, % at 12.5 µM. AID 588549; in the data active = inhibition above about 8.5%, passing the limit was not always enough; inconclusive = no clear call, values can overlap the other calls
UGM FP inh: Mtb UDP-galactopyranose mutase inhibition. 320,000 tested, 0.06% active. purified UGM, fluorescence polarization probe displacement. AID 504406. inhibition, % at 10 µM. P9WIQ1; in the data active = inhibition above about 10%, passing the limit was not always enough; inconclusive = no clear call, values can overlap the other calls
Target sequence (P9WIQ1 whole entry, looked up): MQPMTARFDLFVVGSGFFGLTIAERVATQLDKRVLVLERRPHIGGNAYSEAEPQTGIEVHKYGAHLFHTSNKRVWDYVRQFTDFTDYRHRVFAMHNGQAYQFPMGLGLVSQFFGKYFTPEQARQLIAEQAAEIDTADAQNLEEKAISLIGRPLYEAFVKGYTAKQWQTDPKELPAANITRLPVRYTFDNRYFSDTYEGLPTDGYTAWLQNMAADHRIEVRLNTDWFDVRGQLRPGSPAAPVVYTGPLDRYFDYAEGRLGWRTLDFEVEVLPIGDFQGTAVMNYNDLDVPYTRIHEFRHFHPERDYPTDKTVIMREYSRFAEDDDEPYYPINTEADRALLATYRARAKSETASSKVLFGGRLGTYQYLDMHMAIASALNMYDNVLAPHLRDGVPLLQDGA
TcdB inh: blocks C. difficile toxin B glycohydrolase activity. P18177. TcdB glycohydrolase enzymatic assay, plate reader. AID 652162. inhibition, % at 9.99 µM. 350,000 tested, 0.24% active; in the data active = inhibition above about 10%
BioA inh: BioA (M. tuberculosis) enzyme inhibition; inhibition, % at 9.99 µM; purified M. tuberculosis BioA enzyme, plate reader; 360,000 tested, 0.096% active; in the data active = inhibition above about 40%; inconclusive = no clear call, values can overlap the other calls
Vc quorum ag: induces V. cholerae light production without autoinducers | V. cholerae BH1578 lux reporter, luminescence, 6 h | activation, % at 18.7 µM | 350,000 tested, 0.16% active | AID 588436; in the data active = activation mostly above about 9.7%, no sharp cut-off; inconclusive = no clear call, values can overlap the other calls; inactive = mostly below about 3.7%; note: not every result past the cut was called active; inactives centre near 0; reference of the scale not given here
Mtb FBA inh: inhibitors of M. tuberculosis fructose-bisphosphate aldolase. P9WQA3. purified M. tuberculosis FBA, fluorescence read-out. inhibition, % at 1 µM. AID 588726. 360,000 tested, 2.3% active; in the data active = inhibition above about 27%;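 note: 0% = vehicle and 100% = reference inhibitor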
Target sequence (P9WQA3 whole entry, looked up): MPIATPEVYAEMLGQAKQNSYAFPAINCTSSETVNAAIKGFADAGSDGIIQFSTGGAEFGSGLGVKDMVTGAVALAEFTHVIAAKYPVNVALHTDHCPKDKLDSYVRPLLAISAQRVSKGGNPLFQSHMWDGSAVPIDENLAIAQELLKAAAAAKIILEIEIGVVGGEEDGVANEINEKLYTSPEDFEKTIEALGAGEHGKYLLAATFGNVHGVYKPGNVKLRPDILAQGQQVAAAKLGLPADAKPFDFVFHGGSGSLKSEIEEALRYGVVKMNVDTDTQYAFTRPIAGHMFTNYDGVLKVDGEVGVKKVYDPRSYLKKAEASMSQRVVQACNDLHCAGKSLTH
Y pestis TopoI: blocks Yersinia pestis topoisomerase I activity; 360,000 tested, 0.064% active; Y. pestis Topo-I cleavage product accumulation, plate reader; activity, % at 10 µM; in the data active = activity above about 50%, passing the limit was not always enough; inconclusive = no clear call, values can overlap the other calls; note: inactives centre near 2
PfHsp40 rescue: rescue of PfHsp40-mediated yeast toxicity | S. cerevisiae expressing PfHsp40, growth rescue, ATP luminescence | growth rescue, % at 12.5 µM | 340,000 tested, 0.68% active | AID 504582; in the data active = growth rescue above about 28%, passing the limit was not always enough; inconclusive = no clear call, values can overlap the other calls;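 note: yeast W303a lacking pdr1 and pdr3 grown in galactose medium; growth measured after three days at 30 °C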
GDH-TPI inh: counter-screen for M. tuberculosis FBA inhibitors: GDH-TPI coupled enzymes | GDH-TPI coupled enzyme counterscreen, NADH absorbance | inhibition, % at 4.8 µM | 360,000 tested, 1.2% active | AID 588335; in the data active = inhibition above about 30%;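 note: 0% = DMSO wells and 100% = wells lacking the enzyme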
An asterisk follows results filed as active; i = inactive; ? = inconclusive; . = no result given. No enrichment for hits, and some 4.6% of all compounds hit somewhere here.

SMILES	FadD28 binding	UGM FP inh	TcdB inh	BioA inh	Vc quorum ag	Mtb FBA inh	Y pestis TopoI	PfHsp40 rescue	GDH-TPI inh
COc1cc(C(=O)NCC(=O)OCc2cc(=O)oc3c(C)c(C)ccc23)cc(OC)c1OC	-2.5	0.4	-1.3	.	-0.3	-1	-6	0.7	7
CCN(CC)CCN(C(=O)c1cc2ccccc2cc1OC)c1nc2ccc(OC)cc2s1	-12	5.2	2.7	-0.6	-0.4	1	10	-0.2	1
CC(=O)Nc1cccc(-n2nnc(SCC(=O)Nc3ccc(F)c(Cl)c3)n2)c1	-1.2	5.4	2.5	-2.2	i	-3	-13	-1.2	1
c1ccc(NC2=NCCN2CCCC2CCCCC2)cc1	-1.0	2.5	0.3	2.4	i	5	4	-0.7	7
CCC(C)NC(=O)N1c2ccccc2Sc2ccccc21 (stereo unspecified)	-1.3	-0.8	0.1	.	-0.1	0	9	6.0	0
O=C(Nc1ccccc1Cl)c1ccc2c(=O)n3c(nc2c1)CCC3	0.4	1.8	-0.5	0.2	-0.8	7	-7	1.0	-13
CC(=O)C1=C(c2ccccc2)OC(N)=C(C#N)C1c1ccccc1C (stereo unspecified)	-1.1	1.7	-0.9	.	-0.4	2	-1	1.9	14
COCCCn1c(SCC(=O)Nc2ccccc2)nnc1-c1ccncc1	0.3	-1.6	.	-0.1	-0.3	5	-2	0.3	7
Oc1ccc(/C=N/NC(=S)NCc2ccco2)cc1	-2.5	-0.3	.	.	-1.1	1	-4	0.1	14
N#CC(=Cc1ccncc1)c1ccccc1	-0.5	.	-0.7	.	-1.2	2	5	0.2	14
COC(=O)c1nc(-c2ccc3c(n2)C(=O)C(N)=C(OC)C3=O)c(N)c(-c2ccc(OC)c(OC)c2O)c1C	4.9	1.6	-0.1	0.1	12	2	-6	-0.2	20
O=c1[nH]c(=S)n(-c2ccc(Cl)cc2)c(O)c1C=Nc1ccc(N2CCOCC2)cc1	0.2	-1.5	0.9	.	.	-8	-4	0.6	17
CCC(=NC(CC)CO)C1=C(O)CC(C)(C)CC1=O (stereo unspecified)	-1.3	-1.6	0.5	-1.0	-0.5	2	2	-1.3	7
COc1ccc(C(=O)COC(=O)c2sc(C)nc2C)cc1F	.	-2.8	-8.4	-4.3	-2.7	0	-4	1.9	14
Fc1cc(F)nc(NCc2ccccc2)n1	-0.1	2.1	0.9	-1.5	-1.0	1	-3	2.2	9
O=C(c1ccc(F)cc1)c1ccc(OCC(=O)N2CCOCC2)cc1	-0.4	1.6	5.3	-0.4	i	-4	2	-1.4	3
CCN(CC)c1ccc(/C=N/Nc2nc3ccccc3[nH]2)cc1	3.1	.	.	-1.4	-5.6	18	-24	-0.5	20
CCC1CCCCN1C(=O)CCC(=O)Nc1nnc(C(F)(F)F)s1 (stereo unspecified)	-2.9	0.6	1.7	0.2	-0.3	2	-1	0.8	8
OC(CCNCCc1c[nH]c2ccccc12)C(F)(F)Cl (stereo unspecified)	0.2	-0.5	-1.1	.	i	2	7	-1.7	-3
Cc1ccnc(-n2c(-c3ccccc3)nc3ccccc3c2=O)c1	-1.0	0.2	0.9	-1.0	i	-2	1	0.3	-2

Single records (already shown). Order of values: FadD28 binding	UGM FP inh	TcdB inh	BioA inh	Vc quorum ag	Mtb FBA inh	Y pestis TopoI	PfHsp40 rescue	GDH-TPI inh
CCC(=NC(CC)CO)C1=C(O)CC(C)(C)CC1=O (stereo unspecified) as listed: -1.3	-1.6	0.5	-1.0	-0.5	2	2	-1.3	7
CCC1CCCCN1C(=O)CCC(=O)Nc1nnc(C(F)(F)F)s1 (stereo unspecified) as listed: -2.9	0.6	1.7	0.2	-0.3	2	-1	0.8	8

Just Mtb FBA inh, Vc quorum ag and Y pestis TopoI, for 3 of the compounds above:
smiles	Mtb FBA inh	Vc quorum ag	Y pestis TopoI
O=c1[nH]c(=S)n(-c2ccc(Cl)cc2)c(O)c1C=Nc1ccc(N2CCOCC2)cc1	-8	.	-4
CCC(=NC(CC)CO)C1=C(O)CC(C)(C)CC1=O (stereo unspecified)	2	-0.5	2
COc1ccc(C(=O)COC(=O)c2sc(C)nc2C)cc1F	0	-2.7	-4

(further entries)
SMILES	FadD28 binding	UGM FP inh	TcdB inh	BioA inh	Vc quorum ag	Mtb FBA inh	Y pestis TopoI	PfHsp40 rescue	GDH-TPI inh
COC(=O)c1ccc(CNC(=O)N2CCN(S(=O)(=O)c3ccc(C)cc3)CC2)cc1	-5.4	1.0	1.5	-0.4	-3.1	-6	24	1.4	-4
COc1cc(C2c3cc4c(cc3C(O)C3COC(=O)C23)OCO4)cc(OC)c1OC (stereo unspecified)	-3.7	.	-1.0	.	-5.6	-2	6	-1.3	2
O=C(OCC(=O)N1CCOCC1)c1ccc2ccccc2c1O	-2.5	1.2	-1.4	-3.3	i	23	2	1.0	11
C/C(=N/NC(=O)C(C)n1nc(C)c([N+](=O)[O-])c1C)c1ccc(OCC(N)=O)cc1 (stereo unspecified)	-1.0	1.2	0.5	.	-0.3	3	0	-0.3	-5
CCOc1ccc(S(=O)(=O)NCCC(=O)N2CCN(c3ncccn3)CC2)cc1	-1.7	-0.1	-1.0	0.3	-1.8	0	1	-0.7	7
COc1ccccc1NC(=O)c1ccc(SCC(=O)NCc2ccccc2Cl)c([N+](=O)[O-])c1	0.1	-0.6	9.6	.	-0.3	-2	-5	-1.6	6
O=C(O)CC(NC(=O)C(c1ccccc1)c1ccccc1)c1cccc([N+](=O)[O-])c1 (stereo unspecified)	-4.2	2.9	0.5	.	-0.1	-1	1	0.2	-10
COc1ccc(N(C(=O)Cn2nnc3ccccc32)C(C(=O)NCc2ccco2)c2ccc(C)o2)cc1 (stereo unspecified)	-1.7	-2.8	.	5.0	0.5	6	14	0.7	10
Cc1noc(C(=O)Nc2cccnc2Cl)c1Cl	-2.9	-2.2	0.0	1.1	i	1	12	-0.5	-3
Cc1ccc(OC(=O)CN2C(=O)c3ccccc3C2=O)cc1C	-1.0	-0.7	-0.2	.	i	0	22	0.4	14
CCc1ccc(N(CC(=O)NC(C)(C)C)C(=O)CCC(=O)Nc2ccccn2)cc1	-2.2	-1.9	1.2	-0.8	i	-2	16	1.1	1
CCn1cc(C2=NOC(C(=O)Nc3ccc4c(c3)OCO4)C2)c(C)n1 (stereo unspecified)	0.3	0.9	.	-0.6	-0.2	1	6	0.9	1
COc1ccc(N(C)C(=O)c2cc3c(Cl)nc4ccccc4c3s2)cc1	-14	-1.1	.	.	0.1	-4	23	2.0	0
Cc1ccc(-c2nc3ccc(C)cn3c2Cc2ccccc2C(F)(F)F)cc1	-2.2	.	1.5	0.8	.	5	.	.	.
CCNC(=O)COC(=O)c1cccc(Br)c1	-3.5	0.4	0.6	-0.3	-0.4	-2	1	-0.5	7
CC(C)CN1CCC(=O)N(CCSc2ccccc2)CC1	-2.6	-1.5	1.3	10	-6.7	5	3	-1.9	17
CCN(CC)C(=O)CSc1nc2ccccc2c(=O)n1-c1ccccc1OC	-1.9	0.7	.	11	-0.5	6	4	0.9	8
COc1ccc(C=CC(=O)c2ccc(OC)c(OC)c2)cc1O	-3.0	.	2.0	3.6	i	3	0	.	40*
CCCCC(=O)Nc1sc2c(c1C(N)=O)CCC2	-1.2	2.0	.	-0.4	i	4	18	0.6	12
Cc1ccc(Cl)cc1N1C(=O)CC(Sc2ccccc2N)C1=O (stereo unspecified)	-1.4	.	0.7	-1.4	-4.8	-4	5	.	3
O=c1cc(N2CCCCC2)c(-c2ccccc2)nn1Cc1ccccc1Cl	-4.0	5.2	.	2.2	i	-1	47	?	13
CNC(=S)N1CCc2cc(OC)c(OC)cc2C1COc1ccc(F)cc1 (stereo unspecified)	-3.4	1.5	0.4	.	-0.4	-1	-15	0.5	-13
CCc1nnc(NC(=O)c2cc(C)oc2C)s1	-4.5	2.5	0.8	1.2	i	0	2	-2.5	-15
COc1cc(COc2ccc3c(C)c(CC(=O)O)c(=O)oc3c2C)cc(OC)c1OC	-3.0	-1.6	0.1	0.8	i	14	10	-0.4	2
OCC1(CO)COC(/C=C/c2ccccc2)=N1	-0.5	-1.4	0.5	0.8	i	3	7	-0.6	10
O=C(Nc1ccccc1N1CCN(c2ccc(F)cc2)CC1)C1CCCCC1	0.5	.	.	-0.7	-5.0	1	-1	-1.1	10
O=C1/C(=C/c2ccccc2O)SC(=S)N1Cc1cccnc1	-3.7	0.0	0.4	.	-0.2	-1	8	-0.6	3
O=C(Nc1ncc(Cc2cccc(C(F)(F)F)c2)s1)c1ccc(-c2cccc([N+](=O)[O-])c2)o1	-0.9	3.9	1.6	3.3	-0.2	0	-18	-0.4	54*
Cc1cc(COc2ccccc2OCc2cc(C)no2)on1	-0.9	0.3	.	-2.5	-0.7	0	-1	0.5	9
C/C=C(\C)C(=O)N[C@@H](c1ccccc1)[C@@H](O)C(=O)O[C@H]1C[C@@]2(O)[C@@H](OC(=O)c3ccccc3)C3[C@](C)(C(=O)[C@H](OC(C)=O)C(=C1C)C2(C)C)[C@@H](O)C[C@H]1OC[C@@]31OC(C)=O (stereo partly specified)	-0.8	-1.7	0.1	-1.4	-0.1	0	8	.	-2
COC(=O)c1ccc(CNC(=O)c2ccc3c(c2)NC(=O)CS3)cc1	-3.3	0.0	-1.2	0.0	i	-2	-3	-0.3	2
COc1ccc(OC)c(NC(=O)CSc2nnc(CNc3ccc(F)cc3)o2)c1	-0.1	2.9	.	3.3	i	-2	1	1.1	10
O=C(NCCN1CCOCC1)c1cccc(Cl)c1	-0.8	2.1	0.4	-0.4	i	0	2	?	4
Cc1nc(N2CCN(S(=O)(=O)c3cccs3)CC2)c2c(-c3ccccc3)c(C)sc2n1	-4.6	.	0.4	-1.2	-4.5	0	15	.	7
CCOc1ccc(Nc2nc3c(C)cccc3cc2C#N)cc1	0.9	3.2	-5.3	-4.7	i	1	-9	-3.8	14
Cc1cc(NC(=O)CSc2nc3c(C)ccc(C)c3cc2C#N)no1	2.5	2.2	0.5	-3.3	-6.2	3	-10	-0.9	5
C/C=C/C1=CC(=O)C[C@H](c2ccc(OC)c(OC)c2)C1	-4.1	-2.8	0.8	1.8	1.2	-4	-9	0.9	-9
